# Assay outcomes from PubChem.
# KDM4E inh: inhibitors of human JMJD2E histone demethylase; JMJD2E catalytic domain, FDH-coupled NADH fluorescence (FDH is formaldehyde dehydrogenase); Potency, µM (highest dose often 57.1 µM), without a hit: at the highest dose activity change, negative = inhibition, most hits filed as inhibitors; B2RXH2; actives 1.6% (n = 230,000); active = well fitted inhibition curve with a large enough effect, not every such curve was filed as active; inconclusive = small, poorly fitted or top-dose-only effect, or another doubt; inactive = no such curve, though single readings can be large or run the other way;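 also: 0% = wells with enzyme and -100% = buffer wells without enzyme; nearly all actives have a fitted effect of over 50% in size; many of its hits are not listed in these tables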
# GoLoco inh red: RGS12 GoLoco-Gai1 interaction inhibition | Potency, µM (doses to about 61.6 µM), inactives show top-dose activity, negative = inhibition, most hits filed as inhibitors | Gai1:RGS12 GoLoco peptide FP, rhodamine, 10 min | P63096 | AID 880 | actives 0.44% (n = 230,000); active = well fitted inhibition curve with a large enough effect, not every such curve was filed as active; inactive = no such curve, though single readings can be large or run the other way; also: % is scaled to controls: 0 for no effect and ±100 for the full control effect; nearly all actives have a fitted effect of over 30% in size; many of its hits are not listed in these tables
# Target sequence (P63096 whole entry, looked up): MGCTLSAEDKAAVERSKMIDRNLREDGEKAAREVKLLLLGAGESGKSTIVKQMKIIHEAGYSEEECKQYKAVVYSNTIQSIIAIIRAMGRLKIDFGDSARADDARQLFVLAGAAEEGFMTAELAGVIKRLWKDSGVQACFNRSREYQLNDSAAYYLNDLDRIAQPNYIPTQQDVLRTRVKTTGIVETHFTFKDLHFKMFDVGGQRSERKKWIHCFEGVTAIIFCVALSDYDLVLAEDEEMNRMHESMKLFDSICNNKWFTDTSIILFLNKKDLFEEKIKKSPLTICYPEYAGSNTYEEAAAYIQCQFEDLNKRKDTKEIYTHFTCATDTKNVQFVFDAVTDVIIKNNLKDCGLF
# SMN2 splice up: increases expression of the SMN2 splice variant. HEK293 SMN2-luciferase splicing reporter, luminescence, 30-36 h. Potency, µM (highest dose often 46.1 µM), for the others: at the highest dose activity change, positive = activation, actives largely listed as activators. actives 2.8% (n = 210,000). AID 1458; also: % of control where 0% means no effect; nearly all actives have a fitted effect of over 55% in size
#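 HEK293 cells carry an SMN2 minigene-luciferase reporter in which exon 7 inclusion puts luciferase in frame. Cells were seeded at 2000 cells/well, attached for 10-12 hours, then exposed to compounds for 30-36 hours at 37C before ONE-Glo luminescence.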
# RECQ1 helicase: inhibitors of human RECQ1 DNA helicase | Potency, µM (top dose mostly 57.3 µM), without a hit: at the highest dose activity, negative = inhibition, actives largely listed as inhibitors | actives 0.54% (n = 240,000) | P46063 | RECQ1 DNA unwinding, red fluorescence kinetic read | AID 2549;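 also: plate controls were vehicle for no effect and no enzyme for full effect; nearly all actives have a fitted effect of over 30% in size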
# Target sequence (P46063 whole entry, looked up): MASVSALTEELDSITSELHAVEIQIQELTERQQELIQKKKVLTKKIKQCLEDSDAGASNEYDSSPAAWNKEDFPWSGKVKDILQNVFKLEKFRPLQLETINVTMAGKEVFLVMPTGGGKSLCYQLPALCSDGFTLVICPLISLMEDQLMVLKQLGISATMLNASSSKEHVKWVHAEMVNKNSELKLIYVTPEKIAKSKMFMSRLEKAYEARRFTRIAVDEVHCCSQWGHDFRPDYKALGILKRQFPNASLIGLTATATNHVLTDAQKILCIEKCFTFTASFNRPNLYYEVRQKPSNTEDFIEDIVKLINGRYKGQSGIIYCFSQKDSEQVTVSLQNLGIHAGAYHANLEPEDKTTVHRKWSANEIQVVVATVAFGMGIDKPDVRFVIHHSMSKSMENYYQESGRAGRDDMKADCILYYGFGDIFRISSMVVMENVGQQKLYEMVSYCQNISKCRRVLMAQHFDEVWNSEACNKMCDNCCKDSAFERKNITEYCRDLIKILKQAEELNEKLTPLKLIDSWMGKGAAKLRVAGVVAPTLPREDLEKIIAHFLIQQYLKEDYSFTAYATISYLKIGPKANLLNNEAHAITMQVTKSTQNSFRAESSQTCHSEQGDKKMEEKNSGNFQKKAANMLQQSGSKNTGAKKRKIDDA
#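 50 nM RECQ1T1 preincubated 15 min with compound in Tris pH 8.0 buffer with MgCl2, DTT, Tween-20 and 2.5 ug/ml poly(dI-dC); started with 200 nM TAMRA/BHQ-2 forked duplex and 2 mM ATP. Unwinding read as fluorescence (525/598 nm), two reads 2 h apart.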
# Luc counter: blocks Kinase-Glo luciferase, a counter-screen artifact | Q27757 | Kinase-Glo luciferase, ATP luminescence, 8 min | Potency, µM (top dose mostly 38.3 µM), without a hit: at the top dose activity change, negative = inhibition, usual class: inhibitors | actives 0.28% (n = 200,000) | AID 1379; also: % is scaled to controls: 0 for no effect and ±100 for the full control effect; nearly all actives have a fitted effect of over 60% in size
#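 Inhibition of Kinase-Glo luciferase light generation was assessed at 10 uM ATP in pH 7.2 imidazole buffer, with luminescence measured after eight minutes at ambient temperature.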
# Epigenetic derep: epigenetic control regulation, reporter derepression. murine LDR cells, GFP reporter derepression, 30 h. Potency, µM (series often up to 53.9 µM), without a hit: top-dose GFP activation, usual class: activators. actives 0.2% (n = 280,000). AID 1865; also: % of control where 0% means no effect; nearly all actives have a fitted effect of over 60% in size
#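 Murine LDR cells bearing a silenced CMV-driven GFP reporter were exposed to compound for 30 h at 37 C. After PBS washes, GFP-positive cells (20-120 um objects) counted by laser-scanning microplate cytometry.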
# IMPase Li cell: cell-permeable IMPase inhibitors with lithium potentiation | CHO-M1 cells, IP1 TR-FRET (IP-One), carbachol + lithium | Potency, µM (highest dose often 59.4 µM), for the others: at the top dose activity, negative = IMPase inhibition, most hits filed as inhibitors | actives 0.35% (n = 210,000);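 also: IP1 builds up when IMPase is blocked and the TR-FRET signal falls; plate controls were basal vehicle for no effect and high inhibitor control for full effect; nearly all actives have a fitted effect of over 50% in size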
#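 Lithium-sensitised IP1 accumulation assay; M1-expressing CHO cells treated 30 min at 37C with compound. Competitive antibody detection by time-resolved FRET followed a 10 min room-temperature lysis step.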
# NPSR antag: blocks cAMP signaling of the human neuropeptide S receptor. Potency, µM (top dose mostly 38.3 µM), without a hit: at the top dose activity change, negative = inhibition, actives largely listed as inhibitors. actives 1% (n = 220,000). AID 1461. Q6W5P4. CHO-NPSR cells, cAMP TR-FRET, antagonist mode; also: % is scaled to controls: 0 for no effect and ±100 for the full control effect; nearly all actives have a fitted effect of over 50% in size; many of its hits are not listed in these tables
# * = called active by the depositor; i = inactive; ? = inconclusive; . = not tested or not shown; & = joins results of further samples; [ ] = remark or other dose. Unless noted, calls follow the shape of the dose curve; as a rule, active = well fitted curve in the direction sought with a large enough effect; inconclusive = small, poorly fitted or top-dose-only effect, or another doubt; inactive = no such curve, though single readings can be large; an effect the other way counts as inactive or inconclusive. Potency is read from the fitted curve at half-maximal effect. The list is partial (hit frequency here may not be typical).
SMILES,KDM4E inh,GoLoco inh red,SMN2 splice up,RECQ1 helicase,Luc counter,Epigenetic derep,IMPase Li cell,NPSR antag
O=C(Nc1ccc(-c2nc3ccccc3o2)cc1)c1ccc(N2C(=O)C3C4C=CC(C4)C3C2=O)cc1 (stereo unspecified),?,2%,-44%[inhibitor],i,-6%,3.1%,3%[38.3 µM],-4%[46.1 µM]
CC(C)CC(=O)N1CCN(C(=O)c2ccco2)CC1,12%,7%,-5%,-4%,-2%,3.1%,0%,10%
Cc1cc(-n2c(C)cc(C(=O)COc3ccc4ccc(=O)oc4c3)c2C)no1,?,20%,-15%,-27%,-4%,-1.4%,5%[38.3 µM],-19%[46.1 µM]
COc1ccc(/C=N/OC(=O)Nc2ccccc2)cc1[N+](=O)[O-],-5%,12%,20%,-6%,6%,-4.4%,-3%,-4%
COc1cccc(/C=N/NC(=O)C(=O)NCc2cccnc2)c1OC,8%,6%,.,i,2%,-4.9%,6%,-14%
CCc1cc2ccc(C)cc2nc1SCC(=O)c1ccc(NC(C)=O)cc1,3%,-7%,-10%,-16%,4%,0.0%,28%[38.3 µM],?
OCC1OC(n2nc3ccccc3n2)C(O)C(O)C1O (stereo unspecified),9%,2%,-1%,-2%,-4%,-1.5%,-9%[38.3 µM],3%[46.1 µM]
COc1ccc(/C=N\NC(=O)C2=NNC(=O)C2C)cc1 (stereo unspecified),-2%,5%,7%,0%,?,1.3%,13%[38.3 µM],-16%[46.1 µM]
N#Cc1cn(CCOC(=O)c2cccc(C(F)(F)F)c2)c(=O)[nH]c1=O,-2%,2%,-14%,i,7%,2.6%,-2%,-12%
CCCC(=O)N1CCN(c2ccc(NC(=O)c3ccc(OCC)c([N+](=O)[O-])c3)cc2)CC1,-4%,-2%,-6%,-2%,2%,-2.3%,0%[38.3 µM],-4%[46.1 µM]
CCOC(=O)c1c(NC(=O)CSC(=S)N2CCOCC2)sc(C)c1C,6%,4%,-9%,-9%,-3%,0.0%,2%,-4%
Cc1cccc2c1nc(-c1ccccc1)n1cnnc21,?,-3%,29%,-5%,-1%,-0.8%,?,-5%[46.1 µM]

# Overlap with the part before: 4 compounds, followed by the next part.
SMILES,KDM4E inh,GoLoco inh red,SMN2 splice up,RECQ1 helicase,Luc counter,Epigenetic derep,IMPase Li cell,NPSR antag
N#Cc1cn(CCOC(=O)c2cccc(C(F)(F)F)c2)c(=O)[nH]c1=O,-2%,2%,-14%,i,7%,2.6%,-2%,-12%
CCCC(=O)N1CCN(c2ccc(NC(=O)c3ccc(OCC)c([N+](=O)[O-])c3)cc2)CC1,-4%,-2%,-6%,-2%,2%,-2.3%,0%[38.3 µM],-4%[46.1 µM]
CCOC(=O)c1c(NC(=O)CSC(=S)N2CCOCC2)sc(C)c1C,6%,4%,-9%,-9%,-3%,0.0%,2%,-4%
Cc1cccc2c1nc(-c1ccccc1)n1cnnc21,?,-3%,29%,-5%,-1%,-0.8%,?,-5%[46.1 µM]
COc1ccc(C(=O)C2CCCN(Cc3cccn3-c3cccnc3)C2)cc1OC (stereo unspecified),-19%,-4%,.,-10%,.,0.0%,4%,1%
Cc1ccc(C(=O)Nn2cnnc2)cc1S(=O)(=O)N1CCOCC1,3%,9%,.,i,.,1.1%,.,10%
CCCC1(C(=O)OCC)NC(c2ccc(OC)cc2OC)C2C(=O)N(c3ccccc3)C(=O)C21 (stereo unspecified),4%,1%,3%,i,1%,1.0%,-3%,-22%[46.1 µM]
O=C(Nc1ccc2nc3n(c(=O)c2c1)CCCC3)c1cccc([N+](=O)[O-])c1,4%,9%,4%,0%,0%,1.0%,12%,18%
CCN(C(=O)CSc1nnc(Nc2ccccc2C)s1)C1CCS(=O)(=O)C1 (stereo unspecified),-2%,1%,5%,i,3%,-1.0%,0%,18%
CCCN1C(=O)/C(=C\C=C2/C=CN(CC)c3ccccc32)SC1=S,-6%,34%[activator],-27%,-10%,?,0.0%,98%[activator],2µM*
O=c1c(-c2nc3ccccc3s2)cccn1Cc1ccccc1,?,-2%,?,-5%,-5%,-2.4%,-22%[38.3 µM],-17%[46.1 µM]
CNC(=O)/C(C#N)=C/c1cc(C)n(-c2ccc(N3CCOCC3)cc2)c1C,?,3%,.,-11%,.,4.7%,.,12%
O=C(Nc1cccc(Cl)c1)Nc1ccccc1NS(=O)(=O)c1cccs1,9%,17%,8%,?,-1%,1.1%,6%,6%
COc1ccc(-n2nnc3c(SCC(=O)c4ccccc4)ncnc32)cc1,?,9%,-29%,-9%,-2%,1.1%,6%[38.3 µM],?
COc1cc2c(cc1OC)C(C)N(S(=O)(=O)c1cn(C)cn1)CC2 (stereo unspecified),0%,7%,.,-1%,.,-0.7%,.,-14%
O=S(=O)(N/N=C/c1cccc(OC2CSC2)c1)c1ccccc1,-7%,12%,-2%,-3%,-2%,-3.8%,1%,-3%
CCCCNCc1ccc(SC)cc1,9%,15%,12%,i,-5%,-1.2%,0%[38.3 µM],7%[46.1 µM]
Cc1ccc(NC(=O)N/C=C/c2ccco2)cc1C,-7%,97%[activator],-3%,?,-1%,-1.2%,9%[38.3 µM],-6%[46.1 µM]
Cc1nc(C)c(NC(=O)OC(C)C)cc1NC(=O)OC(C)C,-4%,11%,-2%,i,-1%,-2.1%,0%,8%
N#Cc1c(N)n[nH]c1-c1cc2c([nH]1)CCCC2,?,-11%,11%,-5%,2%,1.0%,-5%,-4%[46.1 µM]
O=C(Nc1nc2ccc([N+](=O)[O-])cc2s1)c1ccncc1,4%,7%,.,-5%,.,-3.1%,.,-24%
COC(=O)c1ccc(C(=O)OC)c(NC(=S)N2CCN(C)CC2)c1,?,-3%,4%,18%,2%,-0.6%[10.1 µM],4%,5%
Cc1ccc(S(=O)(=O)N2c3ccccc3OCC2c2ccccc2)cc1 (stereo unspecified),10%,-17%,-30%,2%,0%,0.8%,14%,-23%[46.1 µM]
CC(=O)Nc1cccc(OCC(=O)NCCC2=CCCCC2)c1,-1%,6%,7%,i,-4%,-0.9%,5%,13%
c1ccc(-c2nc3c(ccc4ccccc43)[nH]2)nc1,?,17%,14µM*,1%,-15%,3.7%,-3%,?
O=C(NCC(O)c1ccccc1)c1ccccc1 (stereo unspecified),11%,6%,.,4%,.,-0.8%,.,-30%
CC1CC(Nc2ccccc2)=CC(=O)O1 (stereo unspecified),4%,-10%,-33%,7%,-4%,-0.7%,-1%[38.3 µM],-22%[46.1 µM]
COc1ccc(Cl)cc1C(=O)C1CCCN(Cc2cnc(N3CCOCC3)s2)C1 (stereo unspecified),-19%,7%,.,3%,-6%,-1.7%,16%,19%
Cc1oc(-c2cccs2)nc1CN1CC[C@@](O)(c2ccccc2)[C@H]2CCCC[C@@H]21,?,9%,.,-4%,9%,0.3%,19%,-3%
O=[N+]([O-])c1ccc(/C=N/Nc2nc(N3CCCCC3)nc(N3CCCCC3)n2)o1,1%,23%,?,-13%,-5%,-3.1%,63%[activator][38.3 µM],?
O=[N+]([O-])c1ccc(SCCc2ccncc2)cc1,4%&-26%,7%&4%,.,13%&-7%,.,-1.3%&0.0%,.,11%&2%
COc1ccc(Br)cc1/C=N/NC(=O)c1ccco1,?,-3%,-21%,-7%,2%,2.8%,-4%,-22%
COc1ccc(C)cc1NC(=O)CC(NC(C)=O)c1ccccc1 (stereo unspecified),-13%,-34%,-14%,6%,0%,1.1%,-1%,-27%
O=c1c2ccccc2nc(/C=C/c2c[nH]c3ccccc23)n1-c1ccc([N+](=O)[O-])cc1,9%,2%,8%,-8%,3%,8.0%,12%,-27%
O=C(C1CCCN(S(=O)(=O)c2cccc3nsnc23)C1)N1CC=C(c2ccccc2)CC1 (stereo unspecified),-8%,7%,-50%[inhibitor],-8%,-4%,-2.0%,12%[38.3 µM],?
CCOC(=O)c1cc(-c2ccccc2)sc1NC(=O)COC,6%,38%[activator],.,i,-3%,-1.4%,0%,47%
COC(=O)c1c(C)nn(-c2ccccc2)c1-n1cccc1,4%,-5%,-9%,-12%,0%,13%,5%[38.3 µM],-14%[46.1 µM]
O=C(COC(=O)[C@@H]1CCCN1S(=O)(=O)c1ccccc1F)Nc1ccc(OC(F)F)cc1,0%,1%,7%,-15%,7%,-1.4%,6%,0%
CC(=O)Nc1ccc2c(c1)CCCC2,-4%,9%,.,-1%,.,-3.6%,.,-23%
Fc1ccc(C2=CC(c3ccco3)n3ncnc3N2)cc1 (stereo unspecified),?,-2%,8%,i,3%,-0.9%,1%,5%
CC(C)OC(=O)CSc1ncnc2c1cnn2-c1ccccc1,17%,-19%,-14%,-8%,-3%,-6.4%,-8%[38.3 µM],?
CCN(CC)c1ccc(NC(=O)CN2CCN(c3ccc(F)cc3)CC2)cc1,1%,-8%,-6%,-3%,1%,-0.5%,0%[38.3 µM],-14%[46.1 µM]

# Part of the list above, with bars between the fields.
SMILES | KDM4E inh | GoLoco inh red | SMN2 splice up | RECQ1 helicase | Luc counter | Epigenetic derep | IMPase Li cell | NPSR antag
Fc1ccc(C2=CC(c3ccco3)n3ncnc3N2)cc1 (stereo unspecified) | ? | -2% | 8% | i | 3% | -0.9% | 1% | 5%
O=[N+]([O-])c1ccc(SCCc2ccncc2)cc1 | 4%&-26% | 7%&4% | . | 13%&-7% | . | -1.3%&0.0% | . | 11%&2%
CCOC(=O)c1cc(-c2ccccc2)sc1NC(=O)COC | 6% | 38%[activator] | . | i | -3% | -1.4% | 0% | 47%
O=c1c2ccccc2nc(/C=C/c2c[nH]c3ccccc23)n1-c1ccc([N+](=O)[O-])cc1 | 9% | 2% | 8% | -8% | 3% | 8.0% | 12% | -27%
COc1ccc(C)cc1NC(=O)CC(NC(C)=O)c1ccccc1 (stereo unspecified) | -13% | -34% | -14% | 6% | 0% | 1.1% | -1% | -27%
